OX1R antag: antagonists of human orexin 1 receptor (OX1R) | OX1R-expressing cells, FRET antagonist read-out | inhibition, % at 6.6 µM | 330,000 tested, 1.8% active | AID 485270, 2010; in the data active means inhibition mostly above about 38%, no sharp cut-off; inactive means mostly below about 40%;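 further: 0% = agonist challenge alone and 100% = reference antagonist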
Target sequence (O43613 whole entry, looked up): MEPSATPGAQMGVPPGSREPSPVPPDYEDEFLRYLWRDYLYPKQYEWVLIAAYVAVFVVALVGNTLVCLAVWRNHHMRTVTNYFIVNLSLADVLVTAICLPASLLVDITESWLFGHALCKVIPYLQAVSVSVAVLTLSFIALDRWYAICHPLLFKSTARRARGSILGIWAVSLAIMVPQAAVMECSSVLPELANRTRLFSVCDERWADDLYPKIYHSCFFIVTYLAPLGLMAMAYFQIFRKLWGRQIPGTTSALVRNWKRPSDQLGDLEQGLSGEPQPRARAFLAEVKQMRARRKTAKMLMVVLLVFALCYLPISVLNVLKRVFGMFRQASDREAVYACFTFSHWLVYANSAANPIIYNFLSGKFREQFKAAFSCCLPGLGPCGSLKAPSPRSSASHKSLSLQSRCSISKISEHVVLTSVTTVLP
STK33 kinase inh: inhibitors of purified STK33 kinase, primary screen, biochemical, ADP-Glo luminescence, homogeneous, cell-free. Serine/threonine-protein kinase 33 (Homo sapiens), Q9BYT3. inhibition, % at 10 µM. MBP phosphorylation. AID 2661, 2010. 320,000 tested, 0.073% active;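 active means inhibition at or above 25%, using the most active replicate where run in duplicate; inactive means inhibition below 25%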
Target sequence (Q9BYT3 whole entry, looked up): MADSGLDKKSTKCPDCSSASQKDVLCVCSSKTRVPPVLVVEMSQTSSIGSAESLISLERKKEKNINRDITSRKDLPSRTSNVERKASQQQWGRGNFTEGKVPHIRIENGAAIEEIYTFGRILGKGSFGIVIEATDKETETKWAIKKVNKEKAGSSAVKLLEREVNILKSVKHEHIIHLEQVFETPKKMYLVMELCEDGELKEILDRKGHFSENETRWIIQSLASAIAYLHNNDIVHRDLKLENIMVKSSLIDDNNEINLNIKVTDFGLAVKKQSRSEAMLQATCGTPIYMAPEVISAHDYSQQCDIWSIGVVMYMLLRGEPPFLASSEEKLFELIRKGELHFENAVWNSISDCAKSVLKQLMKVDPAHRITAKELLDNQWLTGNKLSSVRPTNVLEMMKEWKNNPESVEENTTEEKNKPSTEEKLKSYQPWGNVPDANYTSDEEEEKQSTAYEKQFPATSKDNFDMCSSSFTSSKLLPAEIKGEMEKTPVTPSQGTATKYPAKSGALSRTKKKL
Starred values were filed as active, the others as inactive; . = not tested or not shown.

STK33 kinase inh,OX1R antag,compound
-0.9,7,CSCc1ccc(C(=O)N2CCCC(Nc3ccc4c(c3)OCCO4)C2)o1 (stereo unspecified)
-0.4,13,COCCn1c(SCC(=O)N2CCCc3ccccc32)nc2cccnc21
0.8,17,Cc1ccc(C)c(NS(=O)(=O)c2ccc(OCC(=O)NCc3ccccn3)cc2)c1
-0.9,22,COc1ccc(OCCC(=O)OCC(=O)NCc2ccccc2OC)cc1
0.0,28,O=C(CCCSc1nc2ccccc2[nH]1)NCc1ccco1
-1.9,10,ClCc1csc(-c2ccc(Cl)cc2)n1
-1.5,12,CCOC(=O)C1CCN(c2c(N3CCN(Cc4ccccc4)CC3)c(=O)c2=O)CC1
-2.4,21,O=C(CN(Cc1ccccc1)S(=O)(=O)c1ccccc1)N/N=C/c1ccc2c(c1)OCO2
-1.4,5,CC(C)Oc1cc2oc(=O)c3c(c2cc1Cl)CCC3
0.2,2,Cc1cccc(C(=O)NCC(=O)N2CCC2)c1
0.3,17,CN(CC(=O)Nc1cccc(F)c1)C(=O)c1ccccc1OCC(=O)Nc1cccc(C(F)(F)F)c1
-0.2,-5,Cc1ccc(C(=O)OCC(=O)Nc2sc3c(c2C#N)CCC3)cc1
1.1,19,O=c1[nH]c(-c2ccc(Cl)cc2)cs1
1.0,9,C=C(C)C(=O)N1CC2(CC(c3cccc(NC(=O)/C=C\C)c3)=NO2)C[C@H]1C(N)=O (stereo partly specified)
-0.2,15,CCCn1c(SCC(=O)NCc2ccco2)nnc1-c1ccncc1
0.7,39,COCCNC(=S)Nc1ccc2nsnc2c1
-1.2,4,COc1ccccc1NC(C)C(=O)Nc1ccc(C(C)=O)cc1 (stereo unspecified)
-0.1,11,O=C1C(=O)N(CCCn2ccnc2)C(c2ccc(Cl)cc2)/C1=C(\O)c1ccc2c(c1)OCCO2 (stereo unspecified)
.,15,Cc1cc2oc(=O)cc(-c3ccccc3)c2c(C)c1-c1ccc(C#N)cc1
0.9,94*,COc1cc([N+](=O)[O-])c(C(=O)N2CCOCC2)c([N+](=O)[O-])c1
0.3,19,CCCCN(C(=O)CNC(=O)c1ccco1)C(C(=O)NC1CCCC1)c1ccc(OC)cc1 (stereo unspecified)
-1.8,0,C[C@H](CO)N1C[C@H](C)[C@@H](CN(C)Cc2ccncc2)Oc2c(NS(=O)(=O)c3cccs3)cccc2C1=O
-1.4,3,COc1ccc(NS(=O)(=O)c2ccc(C(=O)NCC3(N4CCOCC4)CCCCC3)cc2)cc1
0.0,18,COc1cccc2c1C(=O)O/C2=C/c1ccc2c(c1)OCO2
0.3,16,N#Cc1nc(-c2cccc3ccccc23)oc1NCC1CCCO1 (stereo unspecified)
-0.5,3,CC(C)(C)c1cc(CN2CCN(CCO)CC2)cc(C(C)(C)C)c1O
-0.2,11,CC(C)OC(=O)CSc1nnc(-c2cnccn2)n1-c1ccccc1
-0.7,20,O=S(=O)(NC1CC1)c1ccc(S(=O)(=O)N2CCCC3(CCCCC3)C2)cc1
1.0,15,C=C(C)C(=O)NNc1ccccc1
-2.3,20,CCC(=O)Nc1nonc1-c1nc2ccccc2n1CCC(C)C
-1.3,26,CCC(OC(=O)c1nsc(Cl)c1Cl)C(=O)NCCOC (stereo unspecified)
2.5,51,CCSc1nnc(NC(=O)c2cc(OC)c(OC)c(OC)c2)s1
.,12,COc1ccc(C2CC(=O)Oc3cc4c(cc32)OCO4)cc1 (stereo unspecified)
-0.7,7,O=C1CC(c2ccccc2)n2ncnc2N1 (stereo unspecified)
-2.4,8,Cc1ccc(S(=O)(=O)N2CCCC2CNC(=O)C(=O)NCc2ccccn2)cc1 (stereo unspecified)
2.2,4,CCOC(=O)c1ccc2ncc(C(=O)OCC)c(NCCN3CCOCC3)c2c1
-1.7,49,CCOc1cccc2c1OC1(C)CC2NC(=O)N1c1cccc(F)c1 (stereo unspecified)
0.6,40,Cc1nnc(SC(C)C(=O)Nc2sc3c(c2C#N)CCCC3)[nH]c1=O (stereo unspecified)
-0.3,5,CCC(C)NC(=O)C1CCN(c2nc(C)cc(C)n2)CC1 (stereo unspecified)
-0.2,62*,COc1ccccc1-c1cc2nc(C)cc(C)n2n1
-1.7,5,CC(C)(C)OC(=O)NN1CC(=O)N2Cc3ccccc3C[C@@H]2C1=O
0.3,5,COc1ccc2c(c1)OC[C@H]1[C@H]2N2C(=O)CN(Cc3ccc(Cl)cc3)C(=O)[C@@]2(C)[C@H]1c1ccccc1
-1.6,4,CC(=O)Nc1ccc(SCC(=O)c2c(N)n(Cc3ccccc3)c(=O)n(C)c2=O)cc1
0.6,21,Cc1nccn1-c1ccc(C(F)(F)F)cc1[N+](=O)[O-]
-1.4,21,COc1nc(N(C)C)nc(N(OC)S(=O)(=O)c2ccccc2Cl)n1
-1.5,12,C=C(C)Cn1c(N2CC(C)CC(C)C2)nc2c1c(=O)[nH]c(=O)n2C (stereo unspecified)
0.1,11,O=C(COc1ccc([N+](=O)[O-])cc1)N1CCc2ccccc2C1
1.4,15,N/C(=N\OC(=O)C1CCCCC1)c1ccncc1
-2.5,13,CCOc1cc2[nH]c(=S)n(CCCCC(=O)NCc3ccco3)c(=O)c2cc1OCC
-0.8,1,O=C(CCN1CCOCC1)Nc1cccc(Br)c1
-0.3,3,COc1ccc(NC(=O)c2c(C(F)(F)F)nn(C)c2Cl)cc1
-1.5,7,COc1cccc(OC)c1C(=O)N1CCN(Cc2cccnc2)CC1
-0.4,-2,Cc1ccc(S(=O)(=O)N2CCN(Cc3ccccc3)CC2)cc1
-2.2,10,CN1CCc2c(sc(NC(=O)C3CCCN3S(=O)(=O)c3ccc(Cl)s3)c2C(N)=O)C1 (stereo unspecified)
-0.5,23,CCC(C)(C)NC(=O)C(c1ccncc1)N(Cc1cccs1)C(=O)Cn1nnc2ccccc21 (stereo unspecified)
-2.2,25,Cc1c(C(=O)NC2CCCCC2C)oc2ccccc12 (stereo unspecified)
-3.4,15,CN(C)c1ccc(CNc2ccccn2)cc1
0.7,17,Cc1ccc(NC(=O)Cc2c(O)c3ccccc3[nH]c2=O)c(C)c1
-3.1,3,Cc1nn(-c2ccccc2)c(Cl)c1/C=N/Nc1ccc(Cl)c(C(=O)O)c1
-0.9,5,Cc1cc(CCC(=O)O)c(C)cc1CCC(=O)O

Continuation.
STK33 kinase inh,OX1R antag,compound
5.8,10,CCOc1ccc(C(=O)Nc2cccc(-c3nc4cccnc4o3)c2)cc1Cl
-0.3,8,CCCn1c(SCC(=O)NC(=O)Nc2ccc(C)cc2C)n[nH]c1=O
.,19,CCC(C)c1ccc(NC(=S)Nc2ccc(OC)cc2)cc1 (stereo unspecified)
-0.7,3,COCCCNC(=O)CCCn1c(=O)[nH]c2ccccc2c1=O
0.7,14,Cc1nnc(N2C(=O)c3oc4ccccc4c(=O)c3C2c2ccco2)s1 (stereo unspecified)
-1.1,12,CNC(=O)C(NC(=O)CNC(=O)c1ccc(Cl)cc1)C(C)(C)C (stereo unspecified)
-1.3,18,COc1cccc(Nc2ccc(Nc3cccc(OC)c3)nn2)c1
-0.6,15,Cc1ccc(Cn2c(S(=O)(=O)O)nc3ccccc32)cc1
-3.7,38,CCN(CC)S(=O)(=O)c1ccc2oc(C(=O)NCC3COc4ccccc4O3)c(C)c2c1 (stereo unspecified)
.,14,O=C(NCCc1ccccc1)C1CCCN(c2cnccn2)C1 (stereo unspecified)
-1.1,13,Cc1c(C(=O)OC/C(O)=C(\C#N)c2nc3ccccc3[nH]2)oc2ccccc12
0.3,19,CCCCC1CCC(C(=O)NC2CCS(=O)(=O)C2)CC1 (stereo unspecified)
-1.2,16,COc1ccc(C(=O)NNC(=O)c2ccncc2)cc1[N+](=O)[O-]
-1.0,1,NNC(=O)c1ccc(COc2ccc3c(c2)CCC3)cc1
-1.7,11,Cc1c(Cc2ccccc2)c(=O)oc2c(C)c(OC(C)C(=O)NCC3CCC(C(=O)O)CC3)ccc12 (stereo unspecified)
-0.8,6,CCC(=O)N(Cc1ccco1)Cc1cc2cccc(C)c2n2nnnc12
-0.1,10,Cn1ccnc1C(=O)c1cccc(Br)c1
-1.6,-4,CC1(C)COC(c2cccc(C3=NC(C)(C)CO3)n2)=N1
-1.0,18,COCc1cc(/C=N\NC(=O)COc2ccc(Cl)cc2)ccc1OC
-1.1,13,COC(=O)CNC(=O)c1cc(OC)cc(OC)c1
-1.0,18,CCC1(c2ccc(F)cc2)NC(=O)N(CC(=O)N2c3ccccc3NC(=O)C2(C)C)C1=O (stereo unspecified)
-2.2,39,O=[N+]([O-])c1ccc(-c2cn3c(n2)CCC3)cc1
0.0,12,O=C(COc1ccc(N2CC(C(=O)O)CC2=O)cc1)Nc1cccc(C(F)(F)F)c1 (stereo unspecified)
15,20,COc1ccc(C(=O)/C=C/c2ccc(O)cc2)cc1
-0.4,9,COc1ccc(OC)c(NC(=O)C2CCCN(S(=O)(=O)c3ccc(-n4cnnn4)cc3)C2)c1 (stereo unspecified)
-1.2,6,Cc1cc(-c2n[nH]c(=S)n2/N=C/C(Br)=C/c2ccccc2)n[nH]1
-4.0,5,CCOC(=O)c1nnc(-c2ccccc2)nc1Oc1ccccc1Cl
-3.6,12,CCOC(=O)c1c(S(=O)(=O)NCC(=O)N2CCN(c3ccccc3)CC2)c(C)n(C)c1C
-0.5,29,CCN(C(=O)c1ccc(Br)cc1)c1ccccc1
0.1,12,CCOc1ccccc1C(=O)Nc1cccc(-c2nnc(-c3ccccc3)o2)c1
-0.9,5,CS(=O)(=O)N(CC(=O)NCc1ccc(Cl)cc1)C1CCCCC1
-1.8,8,COc1ccc(C2C3=C(CCCC3=O)N(CC(=O)O)C3=C2C(=O)CCC3)cc1
-0.3,11,COc1ccc(N2CCN(C(=S)Nc3cc(C)ccc3C)CC2)cc1
2.1,8,COc1ccc(Cc2nnc(SCC(=O)Nc3ccc(N4CCOCC4)cc3)n2C)cc1
2.0,9,O=C(NC(Cc1c[nH]c2ccccc12)C(=O)O)c1ccc(Br)cc1 (stereo unspecified)
-0.8,11,COc1cc(CN(C(=S)NCC(=O)NC2CC2)C2CCCC2)cc(OC)c1OC
-1.6,4,O=C(CSc1nc(C(F)(F)F)cc(=O)[nH]1)N1CCC(Cc2ccccc2)CC1
-1.4,0,CCN(C(=O)COC(=O)CCNS(=O)(=O)c1ccccc1F)c1c(N)n(Cc2ccccc2)c(=O)[nH]c1=O
-0.3,7,CCN(CC)C(=O)c1cccc(NC(=O)c2cc(C3CC3)nc3c2cnn3C(C)C)c1
-1.6,1,CCC(C)n1c(S(=O)(=O)O)nc2ccccc21 (stereo unspecified)
-1.5,25,CN1CCN(C(=O)/C(=C/c2ccc([N+](=O)[O-])cc2)NC(=O)c2ccccc2)CC1
-0.6,9,CN(C1CCCC1)C1CCN(C(=O)CNC(=O)/C=C/c2ccc(F)cc2)CC1
-0.4,10,COC(=O)[C@]1(C)N[C@H](c2ccc(-c3cccc(Cl)c3)cc2)[C@@H]2C(=O)N(C)C(=O)[C@@H]21
0.9,9,O=c1c2cc(NC(=S)NCCN3CCCCCC3)ccc2nc2n1CCCCC2
-2.4,46*,COc1ccc(OC)c2sc(N3CCN(C(=O)c4ccc([N+](=O)[O-])s4)CC3)nc12
-0.8,11,CCCCCCCOc1ccc(C2CC(=O)N(C)C2=O)cc1 (stereo unspecified)
-0.6,4,Cc1ccc(S(=O)(=O)N(C)CC(=O)N2CCCC2)cc1
-1.5,12,COc1cccc(/C=N/NC(=O)c2ccncc2)c1OC(=O)c1ccc(Br)cc1
2.3,12,CCOC(=O)c1ccc(-n2ccnc2)c(NC(=O)c2cccc(Br)c2)c1
5.3,4,CCCNC(=O)Nc1ccc(C)cc1C
0.2,23,CC(Oc1ccc(F)cc1)C(=O)NN (stereo unspecified)
-0.8,16,O=C(O)c1cccc(N2C(=O)c3cccc(Oc4ccc(Cl)cc4)c3C2=O)c1
-0.3,14,COn1c(SCc2ccc(Cl)cc2)nc2ccccc2c1=O
-0.2,5,O=C(c1ccc(Br)o1)N1CCN(c2ccc3nnc(-c4ccccc4)n3n2)CC1
-0.4,14,Cc1ccc(C(=O)OCCN(C)Cc2ccccc2)cc1
-3.4,1,Cc1cc(C)c(Nc2ncnc(N)n2)c(C)c1

Among those listed so far, these have a Cl atom.
STK33 kinase inh,OX1R antag,compound
-1.9,10,ClCc1csc(-c2ccc(Cl)cc2)n1
-1.4,5,CC(C)Oc1cc2oc(=O)c3c(c2cc1Cl)CCC3
1.1,19,O=c1[nH]c(-c2ccc(Cl)cc2)cs1
-0.1,11,O=C1C(=O)N(CCCn2ccnc2)C(c2ccc(Cl)cc2)/C1=C(\O)c1ccc2c(c1)OCCO2 (stereo unspecified)
-1.3,26,CCC(OC(=O)c1nsc(Cl)c1Cl)C(=O)NCCOC (stereo unspecified)
0.3,5,COc1ccc2c(c1)OC[C@H]1[C@H]2N2C(=O)CN(Cc3ccc(Cl)cc3)C(=O)[C@@]2(C)[C@H]1c1ccccc1
-1.4,21,COc1nc(N(C)C)nc(N(OC)S(=O)(=O)c2ccccc2Cl)n1
-0.3,3,COc1ccc(NC(=O)c2c(C(F)(F)F)nn(C)c2Cl)cc1
-2.2,10,CN1CCc2c(sc(NC(=O)C3CCCN3S(=O)(=O)c3ccc(Cl)s3)c2C(N)=O)C1 (stereo unspecified)
-3.1,3,Cc1nn(-c2ccccc2)c(Cl)c1/C=N/Nc1ccc(Cl)c(C(=O)O)c1
5.8,10,CCOc1ccc(C(=O)Nc2cccc(-c3nc4cccnc4o3)c2)cc1Cl
-1.1,12,CNC(=O)C(NC(=O)CNC(=O)c1ccc(Cl)cc1)C(C)(C)C (stereo unspecified)
-1.0,18,COCc1cc(/C=N\NC(=O)COc2ccc(Cl)cc2)ccc1OC
-4.0,5,CCOC(=O)c1nnc(-c2ccccc2)nc1Oc1ccccc1Cl
-0.9,5,CS(=O)(=O)N(CC(=O)NCc1ccc(Cl)cc1)C1CCCCC1
-0.4,10,COC(=O)[C@]1(C)N[C@H](c2ccc(-c3cccc(Cl)c3)cc2)[C@@H]2C(=O)N(C)C(=O)[C@@H]21
-0.8,16,O=C(O)c1cccc(N2C(=O)c3cccc(Oc4ccc(Cl)cc4)c3C2=O)c1
-0.3,14,COn1c(SCc2ccc(Cl)cc2)nc2ccccc2c1=O
